IEC-6 cytotox: kills IEC-6 intestinal cells in KLF5 counter-screen; inhibition, % at 5 µM; IEC-6 cytotoxicity, luminescence viability; hit rate 0.78% among 290,000; AID 1825; in the data active means inhibition above about 22%;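 further: 0% = plate median of test compound wells and 100% = cytotoxic reference compound wells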
KLF5 inh: inhibitors of KLF5 expression. inhibition, % at 5 µM. hit rate 0.23% among 290,000. DLD-1 KLF5 promoter-luciferase reporter, luminescence;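 active means inhibition above a per-plate limit of that plate's mean compound inhibition plus 3 SD, cut at about 60% in these data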;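 further: 0% = DMSO wells and 100% = LY294002 at 200 µM; higher means less KLF5 promoter-driven luciferase light; inactives centre near -14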
aSyn 5UTR inh: 5' untranslated region of α-synuclein, MLPCN primary screen; inhibition, % (tested at 7.5 µM); alpha-synuclein 5'UTR reporter, inhibitor activity; hit rate 0.82% among 300,000; in the data active means inhibition above about 60%; inconclusive means no clear call, values can overlap the other calls;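 further: H4 neuroglioblastoma cells stably carrying SNCA 5'UTR luciferase fusion; 0% = DMSO wells and 100% = positive control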
HSF-1 act: increases HSF-1 driven luciferase reporter signal | AID 504408 | activation, % at 9 µM | NIH3T3-HGL HSF-1 luciferase reporter, MG132, 8 h; 100% = twice DMSO control signal | hit rate 1.7% among 300,000;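 active means mean replicate activation of at least 50% with a set share of replicates each reaching 50%; inconclusive means only one of those two conditions met; inactive means mean below 50% and too few replicates reaching it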;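 further: 0% = median of the neutral control wells and 100% = twice that signal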
HIF activator: HIF pathway transcriptional activation. U2OS HRE-luciferase reporter, luminescence; normalized: DMSO 0%, desferrioxamine 100%. activation, % at 7.5 µM (by protocol). hit rate 0.32% among 300,000. AID 1910;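 active means mean activation of at least 10% of the iron chelator positive control signal, with at least half of replicates also reaching 10%; inconclusive means mean and replicate majority disagree about reaching 10%; inactive means mean and most replicates under 10%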
HSF1 inhib: HSF1 inhibition; activity change, negative = inhibition, % at 7.5 µM (by protocol); NIH3T3-HGL HSE-luciferase, MG132-induced, luminescence 8 h; active compounds read low; AID 2098; hit rate 0.77% among 300,000;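 active means more than half of replicate wells show activity change below -50%, luminescence cut by over half; inconclusive means some wells, but at most half, below -50%; inactive means no replicate well below -50%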;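 further: luciferase reports HSF-1 transcriptional activity via heat shock element; 0% = median of DMSO wells and -100% = zero luminescence signal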
SKKanGAS inh: blocks kanamycin growth of S. pyogenes SKKanGAS strain. BacTiter-Glo, 6 h. inhibition, % at 7.5 µM. hit rate 1.3% among 300,000. AID 1662;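 active means mean replicate score, as percent of positive control median, at least 50; inconclusive means mean below 50 but one replicate at or above 50; inactive means mean and every replicate below 50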;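 further: strain carries kanamycin resistance gene driven by streptokinase promoter and grows in 40 µg/ml kanamycin; loss of luminescence reflects streptokinase promoter inhibition or plain growth inhibition; 0% = median of DMSO wells and 100% = positive control at its reference dose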
HSP90 refold inh: HSP90 refolding inhibition in rabbit reticulocyte lysate | luciferase refolding luminescence, 3 h | inhibition, % at 5.6 µM | hit rate 0.91% among 290,000;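 active means inhibition above the screen-wide mean plus 3 SD, computed separately per campaign, cut at about 16% in these data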;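 further: 0% = DMSO wells and 100% = 60 µM geldanamycin wells; inhibitors lower the luminescence because luciferase stays unfolded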
Platelet DG rel: modulates dense granule release in human platelets | hit rate 0.22% among 300,000 | human platelet-rich plasma, SFLLRN dense granule ATP release, luminescence | inhibition, %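 (compounds screened at 7.5 µM in platelet-rich plasma)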;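 active means mean replicate score, as percent of positive control, at or above 50; inconclusive means mean below 50 but at least one replicate at or above 50; inactive means mean and every replicate below 50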
AI-2 QS mod: modulators of Vibrio harveyi AI-2 quorum sensing system | hit rate 0.4% among 300,000 | activity change, % at 7.5 µM | Vibrio harveyi JMH597 AI-2 luminescence/OD600 ratio, 9 h; active compounds read low; strain lacks LuxN and CqsS sensors; 0 = neutral-control median; in the data active means activity change below about -75%, passing the limit was not always enough; inconclusive means no clear call, values can overlap the other calls;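 further: luminescence divided by OD600 gain over 9 h not by final OD600 alone; inactives centre near 13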
The depositor's hits bear a star; ? = inconclusive; . = no result given.

SMILES	IEC-6 cytotox	KLF5 inh	aSyn 5UTR inh	HSF-1 act	HIF activator	HSF1 inhib	SKKanGAS inh	HSP90 refold inh	Platelet DG rel	AI-2 QS mod
CCOC(=O)C1(Cc2ccccc2C)CCCN(C(=O)CSC)C1 (configuration not stated)	2	-11	0	-27	1.1	-5	0	0	-2	18
CN1CCC(=NNC(=O)CN(c2ccc([N+](=O)[O-])cc2)S(=O)(=O)c2ccccc2)CC1	-1	-20	14	-2	-0.7	4	4	2	-3	11
COc1ccc(CCNC(=O)COC(=O)c2cnc(C)cn2)cc1OC	1	-33	19	-3	-0.1	-7	1	-4	13	14
Cc1ccc(C)c(S(=O)(=O)N2CCN(C(=O)c3ccc(OCc4c(C)noc4C)cc3)CC2)c1	.	.	29	20	-0.3	9	1	.	4	8
COC(=O)CN1C(=O)[C@H]2[C@@H](C3CC3)N3C(=O)CN(CCO)C(=O)[C@@]3(Cc3ccccc3)[C@H]2C1=O	0	0	3	6	1.1	8	4	-1	-6	15
O=C(Nc1ccccc1)C1=C[C@@H](C2CCCCC2)C[C@@H](OCc2ccc(CO)cc2)O1	1	-7	-2	-47	0.2	-31	10	15	2	33
Oc1ccccc1/C=N/n1c(-c2ccccc2)n[nH]c1=S	-5	-14	25	35	-1.6	5	-1	0	8	21
C=C1C2C[C@H](O)C(C)(C)[C@@]2(O)[C@H](O)C[C@]23C[C@@](C)(O)[C@H](CC[C@H]12)[C@H]3O (some centres not stated)	3	1	-6	2	-3.4	-7	-3	13	-4	16
O=C(CCC(=O)c1ccc[nH]1)c1ccc(Cl)cc1	1	-108	-116	25	3.3	18	9	0	1	12
Cc1nc(N2CCCCCC2)c2ccccc2n1	9	-4	13	-24	0.2	-1	-1	-1	14	3
Cc1ccccc1-n1c(SCC(N)=O)nc2sc(-c3ccccc3)cc2c1=O	0	-52	-26	3	0.2	-3	36	0	-2	-2
CN(Cc1ccccc1)C(=O)Cn1nc(C(F)(F)F)c2c1CCC2	0	-1	-13	-7	0.0	-2	11	0	2	19
O=C(/C=C/c1ccccc1)N1CCN(C(=O)c2ccco2)CC1	-10	-13	-38	-15	0.0	-7	0	-2	-5	3
Cc1cccnc1NC1CCCCC1	2	-21	5	11	0.1	-4	-2	3	0	5
CCN(CC)S(=O)(=O)c1ccc2nc(CCl)[nH]c2c1	-3	-10	-12	-7	-0.6	-6	0	2	-18	28
S=c1[nH]nc(CN2CCCCC2)n1Cc1ccccc1	0	-26	7	7	-0.9	8	0	3	-12	-1
O=[N+]([O-])c1cc(/C=N\Nc2ccccn2)ccc1Cl	8	-76	-91	6	-33	-1	11	1	-5	-4
Cc1ccc(C2(C(F)(F)F)NC(=O)N3CCN=C3S2)cc1 (configuration not stated)	-5	-28	-40	21	-0.3	6	-5	-3	-3	16
Cc1cccc(NC(=O)c2ccccc2NC(=O)Cc2ccccc2)c1C	4	-43	39	-2	.	0	-1	-2	0	12
O=C(CSc1ncnc2scc(-c3ccccc3)c12)Nc1ccc(C(=O)O)cc1	0	-11	16	4	0.0	-17	9	-4	-3	-1
COc1cccc(C2=NOC(C(=O)Nc3cccc(C(C)=O)c3)C2)c1 (configuration not stated)	-7	1	-13	-3	-0.4	0	2	-3	-15	18
Cn1c(=O)oc2cc(S(=O)(=O)Nc3ccccc3F)ccc21	6	-21	2	-4	-2.4	-7	6	-2	-3	15
O=C(NC(CSCc1ccccc1)C(=O)N/N=C/c1ccc(O)cc1O)c1ccc([N+](=O)[O-])cc1 (configuration not stated)	20	33	84*	8	42*	8	71*	-3	9	52
Cn1c(N/N=C/c2cccs2)cc(=O)n(C)c1=O	5	-15	-6	38	-0.4	17	1	1	33	57
OC(CNCc1ccc(F)cc1)(c1ccc(F)cc1)c1ccc(F)cc1	-5	14	7	?	-0.6	11	-2	0	-7	25
Nc1nc(Nc2ccc(Cl)cc2)nc2ccccc12	17	32	8	.	-0.5	.	.	16*	73*	23
O=C(CSc1nnc(Cc2ccccc2)n1Cc1ccco1)NC1CCCC1	3	-37	-14	26	-0.3	4	2	3	-4	5
CC#CCN1c2ccccc2[C@]23C[C@@H](C(=O)OC)N(C(=O)c4ccc(Br)cc4)C2=NC(C(=O)OC)=C(C(=O)OC)[C@H]13	.	.	-11	1	-0.2	-3	3	.	7	3
COc1cc(/C=N/NC(=O)C(=O)N2CCCCCC2)ccc1O	-4	-19	10	1	-0.3	-1	4	-1	-3	48
COc1ccccc1-n1ccnc(SCC(=O)NC2CCCC2)c1=O	.	.	-5	-2	0.4	-1	12	.	3	23
O=C(c1cc(Sc2cccc(Cl)c2)nc2ccccc12)N1CCN(c2ccccn2)CC1	-2	-15	-1	-30	0.0	-5	22	-1	1	-9
O=C(Cn1cnc2c(nnn2Cc2ccc(F)cc2)c1=O)N1CCCCC1	10	12	.	.	.	.	-2	2	-2	17
COC(=O)c1ccc(CSc2nc3c(cnn3-c3ccc(C)cc3)c(=O)[nH]2)o1	-2	-2	45	5	-0.1	6	-7	0	1	32
CN(C)c1ccc(S(=O)(=O)N2CCCCC2)cc1NC(=O)C1=NN(c2ccccc2)C(=O)CC1	3	-28	5	14	-0.4	3	11	2	-2	31
CC(=O)Nc1cccc(/C(C)=N/NC(=O)c2ccc3c(c2)OCO3)c1	-4	-42	-78	23	4.2	12	-9	-3	3	23
O=C(Nc1ccc(S(=O)(=O)N2CCCCC2)cc1)c1ccc(CN2CCc3ccccc3C2)cc1	12	48	16	-1	-0.3	-1	9	3	-1	33
CCOc1ccc(S(=O)(=O)N(CC(=O)N/N=C/c2ccc(-c3ccc([N+](=O)[O-])cc3)o2)c2ccccc2)cc1	-8	-19	-72	8	2.9	4	19	1	-2	1
CCOC(=O)[C@@H]1[C@H]2COc3ccccc3[C@@H]2N2C(=O)N(c3ccc(F)cc3)C(=O)[C@]12C	.	.	5	1	0.1	3	6	.	-1	12
CCN1CCN(CCC(=O)Nc2ccc(C)cc2)CC1	-6	-17	0	-2	-0.9	-6	-6	-1	1	10
COC(=O)N/N=C/c1cn(CCOc2cccc(OC)c2)c2ccccc12	2	1	36	20	1.9	12	-2	-3	.	10
COc1ccc(Nc2nc(Cl)nc(NCc3ccco3)n2)c(OC)c1	3	-11	1	-35	0.1	-26	-6	-1	7	38
Cc1cccc(NC(=O)CCNS(=O)(=O)c2cccc3nsnc23)c1C	-1	-37	-15	-1	-0.6	-8	-4	-1	0	4
NC(=O)CSc1nc2scc(-c3ccco3)c2c(=O)n1-c1ccccc1	-4	-22	23	1	-0.5	10	0	8	5	27
O=C(CSc1nc2ccccc2o1)N1c2ccccc2Sc2ccc(Cl)cc21	-4	-16	-10	17	-0.7	6	10	1	-9	19
CCCn1nnc(NC(=O)C(C)Oc2ccc(Cl)cc2Cl)n1 (configuration not stated)	-1	-16	18	1	0.5	-5	-6	4	-1	-4
Cc1ccc([N+](=O)[O-])cc1N=Nc1c(C)[nH]n(C(N)=S)c1=O	-5	-37	-2	8	1.8	6	-2	4	-1	11
Cc1oc(-c2ccc(Cl)cc2)nc1CS(=O)CC(=O)NCCCN1CC(C)CC(C)C1 (configuration not stated)	13	-21	1	-9	-0.5	0	1	-4	6	6
CC(C)CC(O)(CC(C)C)C(=O)NNc1ccccc1	-2	-22	2	14	-0.1	11	1	-3	-4	33
COc1cc(C(=O)N2c3ccccc3CCC2C)cc(OC)c1OC (configuration not stated)	2	-36	-17	-6	-0.5	-13	-2	4	7	14
COc1ccc(NC(=O)CSc2nc3ccccc3c(=O)n2Cc2cccs2)c(OC)c1	-8	-13	31	28	0.8	0	-7	0	-16	32
COc1ccc(C)cc1N(CC(=O)N/N=C/c1ccc2c(c1)OCO2)S(C)(=O)=O	2	20	21	-9	-0.8	-6	12	1	-4	16
Cc1ccc(NC(=O)COC(=O)CNC(=O)c2ccc3ccccc3c2)c([N+](=O)[O-])c1	-4	-13	20	-5	0.0	-5	-6	-2	-1	14
COc1ccc(N=C2C(=Nc3ccc(OC)cc3)N(c3ccc(OC)cc3)C(=S)N2C(=O)c2ccc(OC)cc2)cc1	-5	-18	-9	65*	0.3	24	-1	0	0	38
COc1ccc2c(c1OC)C(=O)N1N=C(c3ccc(Cl)cc3)CC21 (configuration not stated)	6	0	-34	-6	0.9	-3	-2	3	-18	15
O=C(CCCc1ccccc1)Nc1ccnn1C1CCN(Cc2ccccn2)CC1	-6	-21	5	-5	0.3	1	35	1	10	4
CCn1c(-c2ccc[nH]c2=O)nc2ccccc21	-2	3	-11	3	0.2	0	-2	-2	17	16
C=CCNC(=S)NCc1cccnc1	-10	-22	-2	1	-0.2	-8	0	0	2	18
COC(=O)C1=C(C)NC(=O)C1(NC(=O)c1ccncc1)C(F)(F)F (configuration not stated)	0	-15	-5	32	0.0	6	-3	-1	3	4
O=C(NCCCN1CCOCC1)c1ccc2c(c1)N(Cc1c(F)cccc1Cl)C(=O)c1ccccc1S2	8	-44	-5	18	0.4	-1	-7	-3	2	29
CC(NC(=O)c1ccccc1)C(=O)OCC(=O)c1ccc(Br)cc1 (configuration not stated)	11	-1	14	1	0.3	2	-4	-1	-3	19
Going on with the list.
SMILES	IEC-6 cytotox	KLF5 inh	aSyn 5UTR inh	HSF-1 act	HIF activator	HSF1 inhib	SKKanGAS inh	HSP90 refold inh	Platelet DG rel	AI-2 QS mod
O=C(NCC(c1ccco1)N1CCc2ccccc2C1)C(=O)Nc1ccccc1 (configuration not stated)	.	.	-21	12	-27	3	5	.	-6	23
COc1ccccc1-c1ccc(/C=C2\C=CC(=O)O2)o1	-2	-2	-32	44	1.1	23	6	2	6	14
COCCCNC(=O)c1cc2cc3cc(OC)ccc3nc2o1	2	-11	-29	1	-0.2	6	-4	-4	3	16
c1cncc(-c2ccnc3ncnn23)c1	9	-3	-19	5	0.1	2	3	2	-1	6
COc1cc(C(=O)NCC(=O)N2CCN(S(=O)(=O)c3cc(C)ccc3C)CC2)cc(OC)c1OC	30*	14	-75	-3	3.0	-6	-3	1	15	28
CC(=O)Cc1ccccc1OC(=O)c1ccco1	4	-7	8	4	-1.0	-5	-3	-1	-3	3
Cc1ccc(S(=O)(=O)NC(C(=O)O)c2ccccc2)cc1 (configuration not stated)	-5	-10	19	30	-0.1	-1	2	-2	0	23
O=C(CCc1nnc(CCCCc2ccccc2)o1)NCCCc1cccnc1	3	-32	-1	13	1.8	17	6	-3	-3	17
O=C(C1=C[C@H](c2ccc3c(c2)OCO3)C[C@H](OCc2ccc(CO)cc2)O1)N1CCN(Cc2ccc3c(c2)OCO3)CC1	0	7	13	17	1.4	2	8	15	3	12
CCOc1cc(/C=C2/C(=N)N3C(=NC2=O)SN=C3S(C)(=O)=O)ccc1OC(=O)c1ccco1	-12	-32	-15	2	0.2	-5	4	-2	0	25
CCCn1c(C)cc(/C=C(\C#N)C(=O)OCC(=O)Nc2cc(OC)c(OC)c(OC)c2)c1C	-2	-6	-103	28	1.6	13	2	2	-5	20
